From PubChem BioAssay
DRD3 agonist = qHTS of D3 Dopamine Receptor Agonist: qHTS; max activation, %; D(3) dopamine receptor (Homo sapiens), P35462; D3R DiscoveRx beta-arrestin cells, luminescence, 90 min; actives 0.58% (n = 410,000); in the data active = max activation above about 30%; also: 0% is about no effect; mostly tested at two doses, the higher about 12 µM
Target sequence (P35462 whole entry, looked up): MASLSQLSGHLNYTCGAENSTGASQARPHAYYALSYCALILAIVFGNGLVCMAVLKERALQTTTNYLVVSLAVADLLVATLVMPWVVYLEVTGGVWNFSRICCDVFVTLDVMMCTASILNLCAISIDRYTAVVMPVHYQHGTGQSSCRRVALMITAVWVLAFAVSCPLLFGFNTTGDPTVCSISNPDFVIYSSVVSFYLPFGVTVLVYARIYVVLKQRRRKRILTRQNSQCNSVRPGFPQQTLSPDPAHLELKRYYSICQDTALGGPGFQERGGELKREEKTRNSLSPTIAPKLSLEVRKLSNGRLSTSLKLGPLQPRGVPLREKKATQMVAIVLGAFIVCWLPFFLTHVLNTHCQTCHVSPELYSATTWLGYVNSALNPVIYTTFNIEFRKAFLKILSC
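Cells at 1500/well, incubated overnight, then treated with pinned compounds (dopamine as control) for 90 min at 37 degrees C. DiscoveRx reagent added for 30 - 60 minutes at room temperature; luminescence read.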
EPAC2 antag = qHTS for Antagonist of cAMP-regulated guanine nucleotide exchange factor 2 (EPAC2): primary screen. EPAC2 GEF exchange of Rap1B-BODIPY-GDP, fluorescence. actives 0.18% (n = 360,000). AID 720708, 2013. Potency, µM (top dose mostly 114 µM), for the others: at the top dose activity, negative = inhibition, actives largely listed as inhibitors. Rap guanine nucleotide exchange factor 4 (Homo sapiens), Q8WZA2; also: potency is read from the fitted curve at half-maximal effect; % is scaled to controls: 0 for no effect and ±100 for the full control effect; nearly all actives have a fitted effect of over 45% in size; many of its hits are not listed in these tables
EPAC2 agonist = qHTS for Agonist of cAMP-regulated guanine nucleotide exchange factor 4 (EPAC2): primary screen; Rap guanine nucleotide exchange factor 4 (Homo sapiens), Q8WZA2; EPAC2 activation, biochemical qHTS; response scale: 100% = 6.5 mM cAMP response; Potency, µM (top dose mostly 154 µM), inactives show at the top dose activation, usual class: activators; actives 0.079% (n = 360,000); AID 720711, 2013; also: potency is read from the fitted curve at half-maximal effect; nearly all actives have a fitted effect of over 50% in size
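Setup: EPAC2 100 nM, labeled Rap1B complex 250 nM, free GDP 50 uM. Compound titrations pinned in, brief spin, 5 min room temperature incubation. Kinetic fluorescence read over 30 min, normalized to 6.5 mM cAMP.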
MmCpn inh = Inhibitors of TCP-1 ring complex (TRiC) of Methanococcus maripaludis (MmCpn): qHTS. Chaperonin Mm-Cpn (Methanococcus maripaludis). purified Mm-Cpn ATPase, ADP Transcreener TR-FRET. Potency, µM (doses to about 76.9 µM), inactives show at the top dose activity, negative = inhibition, hits mostly inhibitors. actives 0.031% (n = 330,000); also: potency is read from the fitted curve at half-maximal effect; % is scaled to controls: 0 for no effect and ±100 for the full control effect; nearly all actives have a fitted effect of over 80% in size
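Purified archaeal Mm-CPN (25nM final) preincubated 10 min at 37degC with compound, then 10uM ATP for 30 min at 37degC; ADP measured by HTRF Transcreener TR-FRET; buffer 30 mM TRIS pH 7.4, 100mM KCl, 5mM MgCl2, 1mM DTT.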
CCT modulator = High-Throughput Screening for Modulators of Cytosolic Chaperonin Activity; actives 0.3% (n = 360,000); AID 651819, 2012; activity change, % (concentration not given with the values), hits read low; purified chaperonin ATPase assay, HTRF ADP detection, 30 min; in the data active = activity change below about -30%; also: % is scaled to controls: 0 for no effect and ±100 for the full control effect
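ATPase activity: ADP formed was measured by HTRF Transcreener (665/615 nm ratio) after 30 min at 37 deg C with 10 uM ATP. Compounds screened at one 76 uM concentration against 40 or 20 nM TRiC in Tris pH 7.4/KCl/MgCl2/DTT buffer.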
D3 antag = qHTS of D3 Dopamine Receptor Antagonist: qHTS; D(3) dopamine receptor (Homo sapiens), P35462; max response, negative = inhibition, %; actives 2.5% (n = 360,000); D3R cells, DiscoveRx beta-arrestin luminescence, antagonist mode; active compounds read low; in the data active = max response below about -50%; inconclusive = no clear call, values can overlap the other calls; also: % is scaled to controls: 0 for no effect and ±100 for the full control effect; mostly tested at two doses, the higher about 12 µM
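Cells plated overnight at 1500 cells/well, then exposed to library compounds with dopamine controls for 90 minutes at 37 degrees C. DiscoveRx reagent added for 30–60 minutes at room temperature; luminescence read, quantitative HTS format.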
Akt phos inh = HTS Assay for Inhibitors of Akt Phophorylation: Primary Screen; actives 0.32% (n = 360,000); Neuro2A IGF-stimulated pAkt S473 HTRF, 20 min; active compounds read low; activity change, % for hits at 50 µM; in the data active = activity change below about -80%; inconclusive = mostly about -51% to -80%; also: % is scaled to controls: 0 for no effect and ±100 for the full control effect
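Neuro2A cells (4,500/well, DMEM with 0.5% FBS) were treated with compound at a single 50 µM final concentration, stimulated with 6 nM IGF for 20 min at 37 °C, and lysed. Phospho-Akt Ser473 was read by HTRF as 665/615 ratio ×10^4.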
PTHR1 agonist = qHTS for PTHR1 Agonists: Primary Screen | HEK293 GP2 PTHR1 cells, GloSensor cAMP luminescence, 1 h | Parathyroid hormone/parathyroid hormone-related peptide receptor (Homo sapiens), Q03431 | actives 0.075% (n = 410,000) | Potency, µM (top dose mostly 115 µM), without a hit: at the top dose activation, usual class: activators; also: potency is read from the fitted curve at half-maximal effect; nearly all actives have a fitted effect of over 55% in size; some results filed as inactive show a strong effect at the top dose; inactives centre near -15; many of its hits are not listed in these tables
Target sequence (Q03431 whole entry, looked up): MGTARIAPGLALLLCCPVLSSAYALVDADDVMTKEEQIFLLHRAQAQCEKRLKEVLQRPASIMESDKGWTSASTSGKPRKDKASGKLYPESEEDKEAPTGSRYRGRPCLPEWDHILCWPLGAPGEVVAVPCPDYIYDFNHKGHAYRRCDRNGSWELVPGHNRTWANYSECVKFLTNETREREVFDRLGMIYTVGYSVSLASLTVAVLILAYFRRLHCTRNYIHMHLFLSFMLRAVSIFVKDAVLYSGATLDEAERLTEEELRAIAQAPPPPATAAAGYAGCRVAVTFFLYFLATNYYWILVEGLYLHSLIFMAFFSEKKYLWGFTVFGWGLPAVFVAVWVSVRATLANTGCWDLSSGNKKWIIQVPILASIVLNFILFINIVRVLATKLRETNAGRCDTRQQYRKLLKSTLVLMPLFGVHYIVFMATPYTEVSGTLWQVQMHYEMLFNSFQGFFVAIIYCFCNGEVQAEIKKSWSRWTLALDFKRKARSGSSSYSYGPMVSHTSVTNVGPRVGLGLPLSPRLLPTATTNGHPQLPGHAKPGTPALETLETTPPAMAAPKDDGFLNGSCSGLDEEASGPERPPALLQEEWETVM
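HEK-293-derived GP2 cells expressing PTHR1 and a GloSensor cAMP reporter, 3,000/well, plated overnight, given luciferin plus IBMX (each 0.5 mM as added) for 1 h at 37 °C, then compound for 1 h at 37 °C. Luminescence was read after 15 min at room temperature.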
Starred values were filed as active, the others as inactive; i = inactive; ? = inconclusive; · = no result given; [ ] = dose if it differs, or a comment. Unless noted, calls follow the shape of the dose curve; as a rule, active = well fitted curve in the direction sought with a large enough effect; inconclusive = small, poorly fitted or top-dose-only effect, or another doubt; inactive = no such curve, though single readings can be large; an effect the other way counts as inactive or inconclusive. The list is partial; the hit share may differ from the screen's.

SMILES | DRD3 agonist | EPAC2 antag | EPAC2 agonist | MmCpn inh | CCT modulator | D3 antag | Akt phos inh | PTHR1 agonist
C=C1N(CCCCCC(=O)O)C(=O)OC12CCCCC2 | 1 | -3% | 12% | -3% | 0.5 | -27 | i | i
C=CCN(C(=O)CC(NC(C)=O)c1ccccc1)c1nc(-c2ccc(S(C)(=O)=O)cc2)cs1 (stereo not given) | 5 | -7% | 1% | ? | 0.3 | 8 | i | -63%[inhibitor]
O=C(OCc1c(F)cccc1Cl)c1cc([N+](=O)[O-])ccc1N1CCOCC1 | -15 | -9% | 18% | -4% | -3.5 | -16 | i | i
O=c1c2ccccc2nc(-c2ccco2)n1Cc1ccccc1 | -7 | 12% | 17% | · | 0.6 | 15 | i | -89%[inhibitor]
CC(=O)NCCCOc1ccc([N+](=O)[O-])cc1Cl | 1 | -15% | 1% | 2% | 1.2 | 12 | i | -17%
Cc1ccc(C2=NN(C(=O)CCC(=O)O)C(c3cn(-c4ccccc4)nc3-c3ccc(C)cc3)C2)cc1 (stereo not given) | 9 | -15% | 4% | -1% | -0.7 | 11 | i | -25%
CCc1nc2ccc(C(=O)NCCC(C)C)cn2c1N(C)Cc1ccc(OC)cc1 | 4 | -25% | 2% | · | 2.2 | 7 | i | -73%[inhibitor]
Cc1ccc(S(=O)(=O)N2CCCCC2CCNC(=O)C(=O)NCc2ccccc2C)cc1 (stereo not given) | 13 | -6% | 13% | 1% | 1.1 | -3 | i | -22%
CC1CCN(S(=O)(=O)c2ccc(C(=O)Nc3nnc(-c4ccco4)o3)cc2)CC1 | 5 | -4% | -15% | 2% | 1.7 | 13 | i | -35%
CN1CCC(=NNC(=O)c2cc(-c3ccc(Cl)cc3)n[nH]2)CC1 | 2 | 5% | 2% | 0% | 1.2 | 11 | i | -1%
COC(=O)c1ccc2c(=O)n(CC3CCCO3)c(SCC(=O)Nc3ccccc3Cl)nc2c1 (stereo not given) | 2 | 4% | -19% | 0% | -2.7 | 33 | i | i
COC(=O)[C@H]1[C@H]2C[C@@H]3c4[nH]c5cc(OC)ccc5c4CCN3C[C@H]2C[C@@H](OC(=O)c2ccc(N)cc2)[C@@H]1OC | 2 | -1% | 5% | -7% | -2.6 | 22 | i | i
NC(=O)c1cc([N+](=O)[O-])ccc1NCc1cccnc1 | -3 | 6% | -2% | 0% | -0.5 | 7 | i | -13%
CC1CCC2(CC1)NC(=O)N(NC(=O)c1cc3ccccc3o1)C2=O (stereo not given) | -6 | 8% | -6% | 1% | 0.6 | 11 | i | -87%[inhibitor]
CCCCOc1ccc(-c2nnn(CC(=O)NCCc3c[nH]c4ccccc34)n2)cc1 | 3 | 9% | -2% | 2% | 0.5 | 18 | i | -20%
CCOc1ccc(C(=O)Nc2ccc(N3CCCC3)cc2)cc1 | -5 | -2% | -16% | -3% | 0.5 | -11 | i | i
C=CCn1c(O)c(C2=c3ccccc3=NC2=O)c2ccccc21 | -24 | 3% | -2% | 1% | 1.7 | -65* | i | -45%
O=C(CN1CCN(c2ccccc2)CC1)N1CCc2ccccc21 | -11 | 4% | 13% | 4% | 0.6 | ? | i | i
CCC(C)C(CO)NCCCn1ccc(NC(=O)OCc2ccccc2)nc1=O (stereo not given) | -13 | -3% | -2% | · | -2.4 | -25 | i | -23%
Cn1c(=N)n(CC(=O)c2ccccc2)c2ccccc21 | -7 | -1% | 9% | -1% | -0.4 | -24 | i | -24%
C=CCn1c(O)c(N=NC(=O)CNC(=O)/C=C/c2ccc(OC)cc2)c2ccccc21 | -11 | -1% | 13% | -1% | -3.4 | -29 | i | -1%
NS(=O)(=O)c1ccc(CCNC(=O)CN2CCN(S(=O)(=O)c3ccccc3F)CC2)cc1 | 1 | -4% | 2% | -4% | -4.4 | 0 | i | -6%
CC1CCCC(C)N1CCCNC(=O)c1csc2c1CCCCC2 (stereo not given) | -4 | -2% | 8% | -1% | -3.0 | -20 | i | 13%
Cn1c(N)c(C(=O)COC(=O)CNS(=O)(=O)c2ccc(Cl)c(Cl)c2)c(=O)n(C)c1=O | 0 | 6% | 2% | -1% | -16 | 15 | i | -1%
COc1ccc(CNC(=O)CN2C(=O)CC(c3ccccc3)=Nc3ccccc32)cc1 | -1 | 0% | 9% | 2% | -4.0 | -6 | i | -24%
Cc1ccc2c(c1)S(=O)(=O)N(C)C(c1ccccc1)=C2 | 0 | 4% | 7% | · | 1.2 | 20 | i | i
COc1cccc(NC(=O)CN(C)C(=O)CNC(=O)c2ccc(C)s2)c1 | -1 | 1% | 21% | · | -2.8 | -4 | i | -9%
Cc1cccc(NC(=O)CNC(=O)COC(=O)c2ccco2)c1C | 12 | -6% | 6% | 2% | -1.0 | 3 | i | i
NC(=S)NNc1cccc2cccnc12 | -7 | 0% | 7% | -5% | 0.9 | ? | i | -1%
Cc1ccc(C(=O)CSc2nnc(COc3ccc(C#N)cc3)n2-c2ccccc2)cc1 | 2 | 15% | 4% | -8% | 0.6 | 7 | i | -10%[57.5 µM]

An excerpt of these results, as labelled records.
> C=CCn1c(O)c(N=NC(=O)CNC(=O)/C=C/c2ccc(OC)cc2)c2ccccc21
  DRD3 agonist: -11
  EPAC2 antag: -1%
  EPAC2 agonist: 13%
  MmCpn inh: -1%
  CCT modulator: -3.4
  D3 antag: -29
  Akt phos inh: i
  PTHR1 agonist: -1%

> CCC(C)C(CO)NCCCn1ccc(NC(=O)OCc2ccccc2)nc1=O (stereo not given)
  DRD3 agonist: -13
  EPAC2 antag: -3%
  EPAC2 agonist: -2%
  MmCpn inh: ·
  CCT modulator: -2.4
  D3 antag: -25
  Akt phos inh: i
  PTHR1 agonist: -23%

> COc1ccc(CNC(=O)CN2C(=O)CC(c3ccccc3)=Nc3ccccc32)cc1
  DRD3 agonist: -1
  EPAC2 antag: 0%
  EPAC2 agonist: 9%
  MmCpn inh: 2%
  CCT modulator: -4.0
  D3 antag: -6
  Akt phos inh: i
  PTHR1 agonist: -24%

Next records.
SMILES | DRD3 agonist | EPAC2 antag | EPAC2 agonist | MmCpn inh | CCT modulator | D3 antag | Akt phos inh | PTHR1 agonist
COc1ccc(C(c2c(N)[nH]c(=S)[nH]c2=O)c2c(N)[nH]c(=S)[nH]c2=O)cc1 | -8 | 2% | 8% | 1% | 0.4 | 45 | i | i
COCCNC(=O)C1(C)CCCN(C(=O)c2ccc3ccccc3c2)C1 (stereo not given) | 5 | 10% | -1% | · | -2.3 | 24 | i | 3%
COCCN1C=C2C(=O)C(C)(OC(=O)CCC(=O)OC)C(=O)C(Br)=C2C=C1c1ccc(OC)cc1 (stereo not given) | 0 | 23% | 12% | · | -2.1 | ? | i | 5%
CC1(C(=O)NS(=O)(=O)c2cccc(OC(F)F)c2)CCN1C(=O)c1ccco1 (stereo not given) | 1 | -3% | 2% | · | 0.4 | 35 | i | i
CCOC(=O)N(C)c1c(CC)nc2c(OCC(=O)C(C)(C)C)cccn12 | 7 | 5% | 7% | · | -1.7 | 14 | i | i
CC(=O)NC(=S)NNC(=O)COc1ccc(Br)cc1 | -1 | 6% | 0% | 0% | 1.4 | -27 | i | ?
O=C(c1ccc(Cl)c([N+](=O)[O-])c1)N(Cc1ccco1)C1CCS(=O)(=O)C1 (stereo not given) | -3 | -3% | 2% | 1% | 1.0 | -19 | i | i
CSc1cccc(NC(=O)COC(=O)C2CCN(S(=O)(=O)c3ccccc3)CC2)c1 | -6 | -6% | 16% | -4% | -1.0 | -12 | i | -12%
Cc1ccc(N=Cc2nc(-c3ccco3)oc2O)cc1 | -4 | -2% | 20% | -2% | -2.7 | -5 | i | -11%[57.5 µM]
O=c1[nH]c(=S)n(C2CCCCC2)c(O)c1C=NCCN1CCOCC1 | 5 | 4% | 1% | 0% | -0.3 | 22 | i | i
Cc1cc(Br)cn2c(Cc3cccc(F)c3)c(-c3ccc(F)cc3)nc12 | -2 | -5% | 12% | · | -0.3 | 9 | i | -46%[inhibitor]
Cc1ccc(C(=O)O)cc1NC(=O)Nc1cccc2ccccc12 | -3 | 2% | 5% | -1% | 3.0 | -18 | i | -20%
Cc1ccc(CN(C(=O)COc2ccc(Br)cc2)C2CCS(=O)(=O)C2)o1 (stereo not given) | 2 | -8% | 5% | 3% | -2.4 | -10 | i | -20%
CCOC(=O)C1CCCN(CCC(=O)Nc2ccccc2)C1 (stereo not given) | -13 | -4%[57.1 µM] | -11% | 0% | 0.5 | -8 | i | i
O=S(=O)(NCc1ccccc1)c1ccccc1NCc1ccc(Cl)cc1 | -15 | -17% | -2% | 2% | 2.1 | -2 | i | -47%[inhibitor]
Cc1ccc(S(=O)(=O)/N=C(/Nc2ccc([N+](=O)[O-])cc2[N+](=O)[O-])c2ccccc2)cc1 | 4 | -21% | -5% | -1% | -0.4 | 12 | i | -44%[inhibitor]

Grouped by structure: the entries above with a thiophene ring, fused or not (2)
SMILES | DRD3 agonist | EPAC2 antag | EPAC2 agonist | MmCpn inh | CCT modulator | D3 antag | Akt phos inh | PTHR1 agonist
CC1CCCC(C)N1CCCNC(=O)c1csc2c1CCCCC2 (stereo not given) | -4 | -2% | 8% | -1% | -3.0 | -20 | i | 13%
COc1cccc(NC(=O)CN(C)C(=O)CNC(=O)c2ccc(C)s2)c1 | -1 | 1% | 21% | · | -2.8 | -4 | i | -9%

3 entries from above, sorted by count of non-hydrogen atoms, largest number first.
SMILES | DRD3 agonist | EPAC2 antag | EPAC2 agonist | MmCpn inh | CCT modulator | D3 antag | Akt phos inh | PTHR1 agonist
Cc1cc(Br)cn2c(Cc3cccc(F)c3)c(-c3ccc(F)cc3)nc12 | -2 | -5% | 12% | · | -0.3 | 9 | i | -46%[inhibitor]
Cn1c(=N)n(CC(=O)c2ccccc2)c2ccccc21 | -7 | -1% | 9% | -1% | -0.4 | -24 | i | -24%
CC(=O)NC(=S)NNC(=O)COc1ccc(Br)cc1 | -1 | 6% | 0% | 0% | 1.4 | -27 | i | ?
